Bioassay records deposited in PubChem by National Center for Advancing Translational Sciences (NCATS).
B2AR arrestin: beta2AR (human) beta-arrestin recruitment activity; P07550; Potency, µM (series often up to 46.1 µM), for inactives: at the highest dose activation, most hits filed as activators; beta-arrestin recruitment to beta2AR, cell-based reporter; 0.02% of 330,000 active;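 also: potency is read from the fitted curve at half-maximal effect; 0% = DMSO controls and full agonism = EC100 isoproterenol or metaproterenol; nearly all actives have a fitted effect of over 65% in size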
USP2a inh: USP2a (human) protease inhibition; O75604; USP2 core, Ub-CHOP2 coupled fluorogenic reporter, 485/531; Potency, µM (series often up to 38.3 µM), inactives show at the highest dose activity change, negative = inhibition, most hits filed as inhibitors; 0.01% of 330,000 active;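 also: potency is read from the fitted curve at half-maximal effect; plate controls were DMSO wells for no effect and full inhibition by NEM control for full effect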
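USP2 core (10nM final) preincubated 30min RT with compound in 20mM Tris-HCl pH 8.0, 2mM CaCl2, 2mM beta-mercaptoethanol, 0.05% CHAPS; 25nM Ub-CHOP2 plus 25nM reporter substrate added, fluorescence (Ex485/Em531) read after 60min.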
Coupling enz: inhibits coupling enzyme system, counter-screen for aldolase hits; coupling enzyme system counterscreen, AmpLite Red fluorescence; activity change, negative = inhibition, % at 58.2 µM, hits read low; 0.67% of 290,000 active; in the data active = activity change below about -30%; also: % is scaled to controls: 0 for no effect and ±100 for the full control effect
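Activity here indicates interference with the coupling reaction, not aldolase inhibition. Compounds at 57.5 uM final met coupling enzymes for 10 min at RT; substrate and AmpLite Red detection followed, with a 525/598 nm fluorescence read after 20 min.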
GALK inh: galactokinase (human) inhibition; 0.007% of 270,000 active; Purified GALK, Kinase-Glo residual ATP luminescence; AID 1868; Potency, µM (doses to about 57.5 µM), for inactives: at the highest dose activity change, negative = inhibition, hits mostly inhibitors; also: potency is read from the fitted curve at half-maximal effect; % is scaled to controls: 0 for no effect and ±100 for the full control effect
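Kinase-Glo Plus luminescence measured ATP left after a 1 h room-temperature reaction. The reaction used 5 nM GALK, 100 uM galactose and 35 uM ATP at pH 8.0 (20 mM HEPES, 5 mM MgCl2, 60 mM NaCl, 1 mM DTT, 0.01% BSA).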
TRPV1 ag: activates the human vanilloid receptor TRPV1; Q8NER1; TRPV1-expressing cells, Fluo-8 calcium influx, agonist mode; activation, % at 8.33 µM; 0.19% of 320,000 active; AID 540275; in the data active = activation above about 80%; inconclusive = between about 30% and that limit; also: 0% is about no effect
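Fluo-8 calcium influx in TRPV1-expressing cells, kinetic read (ex 480/em 520 nm). Compound added and read 3 min for agonist activity, followed by capsaicin at EC20 final and 2 min further read for enhancement.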
PKM2 activator: PKM2 (human) enzyme activation; P14618; purified PKM2, Kinase-Glo ATP luminescence, activation; response scale: 0% is enzyme alone, no compound; Potency, µM (series often up to 57.5 µM), without a hit: top-dose activation, actives largely listed as activators; 0.34% of 260,000 active; also: potency is read from the fitted curve at half-maximal effect; % is scaled to controls: 0 for no effect and ±100 for the full control effect; nearly all actives have a fitted effect of over 55% in size
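hPK-M2, >95% pure; 0.1 mM ADP / 0.5 mM PEP final; imidazole pH7.2 buffer w/ 7 mM MgCl2, 50 mM KCl; 1 h RT; Kinase-Glo lum. Intermediate enzyme activity for dual inhibitor/activator qHTS.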
CXXC DNA block: inhibitors of human MLL CXXC domain-DNA interaction; Potency, µM (series often up to 115 µM), inactives show at the top dose activity change, negative = inhibition, hits mostly inhibitors; MLL-CXXC / FITC-HOXA9 DNA fluorescence polarization; 0.037% of 290,000 active; AID 2662; Q03164; active = well fitted inhibition curve with a large enough effect in the polarisation, with a control signal flat, not every such curve was filed as active; inconclusive = small, poorly fitted or top-dose-only effect, or effect the other way, or a change in a side signal; inactive = no such curve, though single readings can be large or run the other way; the % refers to the polarisation; also: potency is read from the fitted curve at half-maximal effect
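Steps: dispense CXXC domain solution (7 uM) → pin compounds or unlabeled HOX-A9 DNA control → 5 min ambient → add FLSN-HOX-A9 solution (50 nM) → spin → 30 min ambient → fluorescence polarization. Tris pH 7.5/NaCl/DTT/BSA buffer.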
Menin-MLL TR inh: displaces Texas Red mutant MLL peptide from human menin. O00255. Menin + Texas Red MLL mutant peptide, fluorescence polarization. Potency, µM (highest dose often 61.6 µM), for inactives: at the top dose FP activity change, negative = inhibition, actives largely listed as inhibitors. 0.23% of 270,000 active. AID 1768; active = well fitted inhibition curve with a large enough effect in the polarisation, with a control signal flat, not every such curve was filed as active; inconclusive = small, poorly fitted or top-dose-only effect, or effect the other way, or a change in a side signal; inactive = no such curve, though single readings can be large or run the other way; the % refers to the polarisation; also: potency is read from the fitted curve at half-maximal effect; % of control where 0% means no effect; many of its hits are not listed in these tables
KCNH2 3.1 inh: inhibitors of human KCNH2 3.1 potassium channel isoform; U2OS KCNH2 3.1, thallium flux FluxOr; stronger effect = lower value; activity change, % (tested at about 1.8 µM); 0.95% of 340,000 active;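 active = maximum activity change below -70%; inconclusive = maximum activity change from -70% to -50%; inactive = maximum activity change above -50%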;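 also: thallium influx rate constant from kinetic fluorescence after stimulation buffer; % is scaled to controls: 0 for no effect and ±100 for the full control effect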
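Thallium flux via FluxOr fluorescence (Red40 quencher, 45 min loading) in U2OS cells virally expressing the KCNH2 3.1 isoform (1.77 x 10^8 /mL virus, overnight at 37 C). Rate constants from 2-min kinetic reads post-stimulation, normalised to positive and negative controls.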
hERG WT inh: inhibitors of human wildtype KCNH2 potassium channel; Q12809; U2OS, BacMam KCNH2, thallium flux FluxOr; stronger effect = lower value; activity change, % at 1.84 µM; 0.37% of 340,000 active; AID 720551;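 active = maximum activity change below -70%; inconclusive = maximum activity change between -70% and -50%; inactive = maximum activity change above -50%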; also: % is scaled to controls: 0 for no effect and ±100 for the full control effect
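U2OS cells transduced with wild-type KCNH2 virus are loaded with FluxOr dye for 45 min, and thallium flux is measured in kinetic reads before and after stimulation buffer. Rate constants are normalized to DMSO controls.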
Giardia killer: kills Giardia lamblia | Giardia lamblia trophozoite viability | activity change, % at 7.66 µM, hits read low | 0.15% of 340,000 active | AID 540267; in the data active = activity change below about -80%; inconclusive = between about -30% and that limit;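 also: parasites exposed to compound for two days anaerobically before the ATP read; % is scaled to controls: 0 for no effect and ±100 for the full control effect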
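Viability, read as ATP luminescence: trophozoites at 100 cells/well, compound added, 48 hrs anaerobic at 37 deg C, then 15-30 min room-temperature development before reading.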
* hit, by the source's call. Unless noted, calls follow the shape of the dose curve; as a rule, active = well fitted curve in the direction sought with a large enough effect; inconclusive = small, poorly fitted or top-dose-only effect, or another doubt; inactive = no such curve, though single readings can be large; an effect the other way counts as inactive or inconclusive. Only part of the results is shown; rates above refer to the full screens.

For COC(=O)c1ccccc1NC(=O)CN1CCC(n2nnc3cc(C)ccc32)CC1 the results were B2AR arrestin -0.1%, USP2a inh 1%, Coupling enz -1, GALK inh 5%, TRPV1 ag 0, PKM2 activator 10%, CXXC DNA block -13% and Menin-MLL TR inh 2%.
For CCc1cc(CNC(=O)C2CCC(=O)N(CCc3cccc(F)c3)C2)on1 (stereo not given) the results were B2AR arrestin -0.7%, USP2a inh 0%, Coupling enz -1, GALK inh -3%, TRPV1 ag 3, PKM2 activator -4%, CXXC DNA block -8%, Menin-MLL TR inh -2%, KCNH2 3.1 inh -1, hERG WT inh 16 and Giardia killer 4.
`COCCN1C(=O)C(=O)/C(=C(/O)c2ccc(S(=O)(=O)N3CCOCC3)cc2)C1c1cccc(OC)c1` (stereo not given) gave B2AR arrestin 0.3%, USP2a inh -1%, Coupling enz 4, GALK inh 13%, TRPV1 ag 5, PKM2 activator 0%, CXXC DNA block -1%, Menin-MLL TR inh 4%, KCNH2 3.1 inh -44, hERG WT inh 5 and Giardia killer 24.
CN(CC(=O)Nc1ccccc1Cl)C(=O)COC(=O)c1ccc(Cl)nc1 was read as B2AR arrestin 0.2%, USP2a inh 0%, TRPV1 ag 0, KCNH2 3.1 inh -11, hERG WT inh -6 and Giardia killer 9.
COc1ccc(C=C2c3ccccc3C(=O)c3ccccc32)c(OC)c1 was read as B2AR arrestin -0.3%, USP2a inh -2%, Coupling enz 0, GALK inh 1%, TRPV1 ag 4, PKM2 activator -1% and CXXC DNA block -7%.
`Cc1ccc(-c2nnn(CC(=O)N(c3ccc4c(c3)OCCO4)C(C(=O)NCC3CCCO3)c3ccc(F)cc3)n2)o1` (stereo not given) gave B2AR arrestin -0.1%, USP2a inh -1%, Coupling enz -12, GALK inh -1%, TRPV1 ag 14, PKM2 activator -8%, CXXC DNA block -3%, Menin-MLL TR inh -13%, KCNH2 3.1 inh 4, hERG WT inh -5 and Giardia killer 8.
`c1ccc(-c2noc(C3CCCCC3)n2)nc1` gave B2AR arrestin -0.1%, USP2a inh -1%, Coupling enz 0, GALK inh 2%, TRPV1 ag 3, PKM2 activator -20%, CXXC DNA block 1%, Menin-MLL TR inh 7%, hERG WT inh -4 and Giardia killer 13.
For CC(=C\c1ccccc1)/C=C1/SC(=S)N(C(C(=O)O)C(C)C)C1=O (stereo not given) the results were B2AR arrestin -0.2%, USP2a inh -7%, Coupling enz 1, GALK inh 5%, TRPV1 ag 6, PKM2 activator -14%, CXXC DNA block 19%, Menin-MLL TR inh -3%, hERG WT inh 2 and Giardia killer -19.
`COc1cc(C2=NOC(C(=O)N3CCN(c4ccc(F)cc4)CC3)C2)cc(OC)c1OC` (stereo not given) gave B2AR arrestin 1.0%, USP2a inh -3%, Coupling enz 0, GALK inh -2%, TRPV1 ag 16, PKM2 activator 1%, CXXC DNA block 4%, Menin-MLL TR inh 1%, KCNH2 3.1 inh 10, hERG WT inh -15 and Giardia killer 17.
Screening CCc1ccccc1N(C(=O)CNC(=O)c1ccco1)C(C(=O)NC1CCCC1)c1cccnc1 (stereo not given) returned B2AR arrestin -0.2%, USP2a inh 1%, Coupling enz 0, GALK inh 1%, TRPV1 ag 1, CXXC DNA block -2%, KCNH2 3.1 inh -2, hERG WT inh -10 and Giardia killer 9.
`Cc1[nH]n(-c2ccccc2)c(=O)c1/C=N/c1nn[nH]n1` gave B2AR arrestin 0.3%, USP2a inh 0%, Coupling enz -1, GALK inh -3%, TRPV1 ag 0, PKM2 activator -15%, CXXC DNA block 3%, Menin-MLL TR inh -3%, KCNH2 3.1 inh 16, hERG WT inh -4 and Giardia killer -11.
`O=C(Nc1cccc(OCC(=O)N2CCOCC2)c1)c1ccc(C(F)(F)F)cc1` gave B2AR arrestin -0.3%, USP2a inh 2%, Coupling enz -1, GALK inh 0%, TRPV1 ag 2, PKM2 activator 0%, CXXC DNA block 1%, Menin-MLL TR inh 7%, KCNH2 3.1 inh -2, hERG WT inh 2 and Giardia killer -10.
Screening COc1cccc(C2CC(c3ccccc3Cl)n3ncnc3N2)c1 (stereo not given) returned B2AR arrestin -0.4%, USP2a inh 1%, Coupling enz -8, GALK inh 0%, TRPV1 ag 6, PKM2 activator -11%, CXXC DNA block 7%, Menin-MLL TR inh -8%, KCNH2 3.1 inh -28, hERG WT inh 0 and Giardia killer 6.
For CN1CCN(c2nc3nonc3nc2N2CCN(C)CC2)CC1 the results were B2AR arrestin -0.1%, USP2a inh 1%, Coupling enz 0, GALK inh -3%, TRPV1 ag -2, PKM2 activator 0%, CXXC DNA block 1%, Menin-MLL TR inh 21%, KCNH2 3.1 inh -26, hERG WT inh 7 and Giardia killer -18.
`Cc1ccc(S(=O)(=O)N2CCOCC2)cc1NC(=O)COC(=O)COc1cccc2c1OC(C)(C)C2` gave B2AR arrestin 0.2%, USP2a inh -1%, TRPV1 ag 3, KCNH2 3.1 inh 13, hERG WT inh 2 and Giardia killer 6.

The list goes on; the last 2 above are carried over.
For CN1CCN(c2nc3nonc3nc2N2CCN(C)CC2)CC1 the results were B2AR arrestin -0.1%, USP2a inh 1%, Coupling enz 0, GALK inh -3%, TRPV1 ag -2, PKM2 activator 0%, CXXC DNA block 1%, Menin-MLL TR inh 21%, KCNH2 3.1 inh -26, hERG WT inh 7 and Giardia killer -18.
`Cc1ccc(S(=O)(=O)N2CCOCC2)cc1NC(=O)COC(=O)COc1cccc2c1OC(C)(C)C2` gave B2AR arrestin 0.2%, USP2a inh -1%, TRPV1 ag 3, KCNH2 3.1 inh 13, hERG WT inh 2 and Giardia killer 6.
COc1cccc(-c2noc(CCC(=O)Nc3cccnc3)n2)c1 was read as B2AR arrestin -0.4%, USP2a inh 1%, Coupling enz 4, GALK inh -3%, TRPV1 ag 6, PKM2 activator inconclusive, CXXC DNA block -3%, Menin-MLL TR inh 7%, KCNH2 3.1 inh 0, hERG WT inh -4 and Giardia killer 6.
Screening CCN(CC)Cc1ccc(NC(=O)c2sc3cc(Cl)ccc3c2Cl)cc1 returned B2AR arrestin 0.1%, USP2a inh -1%, Coupling enz -3, GALK inh -3%, TRPV1 ag 8, PKM2 activator 0%, CXXC DNA block 15%, KCNH2 3.1 inh -95*, hERG WT inh 6 and Giardia killer 1.
Screening Cn1cc(/C=C/c2nc3ccccc3c(=O)n2-c2cccc([N+](=O)[O-])c2)c2ccccc21 returned B2AR arrestin -0.4%, USP2a inh 3%, Coupling enz 6, GALK inh 0%, TRPV1 ag -1, PKM2 activator 1%, CXXC DNA block 5%, Menin-MLL TR inh 26%, KCNH2 3.1 inh -3, hERG WT inh -3 and Giardia killer 14.
COc1ccc(N2CCN(C(=O)c3ccc(-n4nc(C)cc4C)cc3)CC2)cc1 was read as B2AR arrestin 0.1%, USP2a inh 0%, Coupling enz 2, GALK inh 2%, TRPV1 ag 1, PKM2 activator -3%, CXXC DNA block -17%, Menin-MLL TR inh inconclusive, KCNH2 3.1 inh -7, hERG WT inh -2 and Giardia killer -16.
For CC(Oc1cccc(Cl)c1)c1ccnc2nc(/N=C/N(C)C)nn12 (stereo not given) the results were B2AR arrestin 0.0%, USP2a inh 4%, Coupling enz 1, GALK inh 0%, TRPV1 ag 12, PKM2 activator -3%, CXXC DNA block 1%, Menin-MLL TR inh inconclusive, KCNH2 3.1 inh 12, hERG WT inh -5 and Giardia killer -15.
For CC1c2[nH]c3ccccc3c2C[C@H]2C(=O)N(CCCN(C)C)CC(=O)N12 (stereo not given in full) the results were B2AR arrestin -0.7%, USP2a inh -3%, Coupling enz 1, TRPV1 ag 2, CXXC DNA block 3%, Menin-MLL TR inh 16%, KCNH2 3.1 inh 7, hERG WT inh 1 and Giardia killer -3.
`O=C(CN(Cc1ccccc1)C(=O)CCC(=O)Nc1ccccn1)NCCc1ccccc1` gave B2AR arrestin -0.3%, USP2a inh -1%, Coupling enz -1, GALK inh -1%, TRPV1 ag 4, PKM2 activator -11%, CXXC DNA block -4%, Menin-MLL TR inh 3%, KCNH2 3.1 inh 5, hERG WT inh 0 and Giardia killer -11.
CSCCC(NS(=O)(=O)c1ccccc1F)C(=O)NCC(c1ccco1)N(C)C (stereo not given) was read as B2AR arrestin -0.7%, USP2a inh 3%, KCNH2 3.1 inh -13, hERG WT inh 7 and Giardia killer -5.
`COc1cc(/C=N/O)ccc1OCc1ccc([N+](=O)[O-])cc1` gave B2AR arrestin -0.9%, USP2a inh 0%, Coupling enz -12, GALK inh 0%, TRPV1 ag 0, PKM2 activator 1%, CXXC DNA block 6%, Menin-MLL TR inh -6%, KCNH2 3.1 inh 2, hERG WT inh 2 and Giardia killer -3.
